Screening results as filed in PubChem.
TcdB GH inh – TcdB glycohydrolase inhibition. TcdB glycohydrolase enzymatic assay, plate reader. P18177. AID 652162. inhibition, % at 9.99 µM. actives 0.24% (n = 350,000); in the data active means inhibition above about 10%
UGM FP inh – inhibitors of M. tuberculosis UDP-galactopyranose mutase. AID 504406. purified UGM, fluorescence polarization probe displacement. inhibition, % at 10 µM. actives 0.06% (n = 320,000). P9WIQ1; in the data active means inhibition above about 10%, passing the limit was not always enough
Numbers without * were called inactive.

item	Structure	TcdB GH inh	UGM FP inh
1	O=C(/C=C/c1ccc(N2CCC(c3ccccc3)=N2)cc1)c1ccccc1	2.0	-0.6
2	O=c1c2cc(-c3ccccc3)sc2nc2n1CCC2	0.7	1.2
3	O=C(CCC(=O)N1CCN(c2ccc(F)cc2)CC1)c1ccc(F)cc1	0.3	-1.6
4	O=C1NC(Cc2ccc(O)cc2)c2nc3cc(F)ccc3c(=O)n2-c2cc(Cl)ccc21 (centres undefined)	-2.4	0.2
5	Cc1nc2c(C(=O)NCc3cccs3)cnn2c(C)c1Cc1ccc(F)cc1	0.9	0.0
6	Cn1c(SCC(=O)O)nnc1-c1ccc2ncccc2c1	1.1	-2.1
7	COc1cc(NC(=O)c2cccnc2)ccc1-c1cc2ccccc2oc1=O	0.6	2.8
8	CCOC(=O)CN1C(=O)N[C@@H](CCc2ccccc2)C(C(C)=O)=C1C	0.8	2.4
9	CC(C)(C)c1cc([N+](=O)[O-])cc(C(C)(C)C)c1O	-4.9	-0.7
10	O=c1[nH]c(CSc2nc3ccccc3s2)nc2cc(Cl)ccc12	-3.6	1.2
11	O=C(COC(=O)c1ccc(O)cc1)Nc1ccc(Cl)cc1	2.7	1.7
12	CCOC(=O)n1cc(-c2cnc(CNC(=O)C(C)(c3ccccc3)c3ccccc3)o2)c2ccccc21	1.3	-1.5
13	Cn1ncc(C#N)c1NC(=O)C1CC(c2ccccc2Cl)=NO1 (centres undefined)	1.3	-4.6
14	CC(C)CC1NC(=O)c2ccc(Cl)cc2-n2c1nc1ccc(F)cc1c2=O (centres undefined)	0.8	-1.9
15	CCCC1(CCC)C(=O)NC(=Nc2ccc(C)cc2)NC1=O	0.9	-3.9
16	Cc1ccc2c(c1)-n1c(nc3ccc(C)cc3c1=O)C(Cc1ccc(O)cc1)NC2=O (centres undefined)	-2.8	0.8
17	Cc1ccc(C(=O)NNC(=O)CSc2nnc(CNc3ccc(F)cc3)n2C)cc1	0.2	0.6
18	Cc1nn(C2CCCO2)c(=O)nc1N (centres undefined)	1.2	-2.4
19	COc1ccc(N2CCN(C(=O)c3ccc4c(c3)[nH]c(=S)n3c5ccccc5nc43)CC2)cc1	-4.5	1.6
20	O=C(NCc1cc(C(F)(F)F)ccc1Cl)c1cccc2c1C(=O)c1ccc(Cl)cc1S2(=O)=O	1.2	0.8
21	Cc1ccc2c(c1)-n1c(nc3cc(C)ccc3c1=O)C(Cc1ccccc1)NC2=O (centres undefined)	-1.6	0.2
22	O=[N+]([O-])c1ccccc1-c1cc(-c2ccccc2)cc(-c2ccccc2)[n+]1Cc1ccccc1Cl	2.0	-0.6
23	Cc1ccccc1Cn1ccc(=NCc2ccccc2)cc1	0.5	-2.7
24	CCC1=C(OC(=O)N(CC)CC)N2C(=O)OC(=NCC3CC3)[C@]2(Cc2ccccc2)[C@H]2C1=CC[C@H]1C(=O)N(CC(=O)OC)C(=O)[C@H]12	1.7	3.2
25	Cn1c(=O)c(Nc2ccc(Cl)cc2)c2c3c(cccc31)C(=O)c1ccccc1-2	1.0	0.5
26	Cc1ccc2nc3n(c(=O)c2c1)-c1ccccc1C(=O)NC3Cc1ccc(O)cc1 (centres undefined)	-0.3	-2.7
27	O=C(NCCN1CCOCC1)c1cc(Sc2ccccc2Cl)nc2ccccc12	0.7	0.7
28	CCOc1ccc(N2C(=O)/C(=C\c3cccs3)C(=O)NC2=S)cc1	-0.2	2.4
29	CCn1c(CNC(=O)c2ccccc2F)nnc1SCc1nc2ccccc2c(=O)[nH]1	-0.3	2.6
30	Cc1nnc(N/N=C/c2c(O)n(-c3cccc(C(F)(F)F)c3)c(=O)c3ccccc23)[nH]c1=O	-3.7	-0.3
31	Cn1c(=O)c(C(=O)COC(=O)c2cc(C3CC3)nc3ccccc23)c(N)n(Cc2ccccc2)c1=O	0.1	3.0
32	CCc1nnc(NS(=O)(=O)c2ccc(NC(=O)c3cc4ccccc4oc3=O)cc2)s1	-1.9	0.1
33	COc1ccc(N2C(=O)NC(=O)/C(=C/c3cccc(OC(=O)c4cccs4)c3)C2=O)cc1Cl	1.0	2.0
34	Cc1ccnc(NC(=O)c2ccc(Cl)cc2Cl)n1	1.6	0.0
35	NC(=O)c1ccc(C(=O)Nc2ccc([As](=O)(O)O)cc2)cc1	0.9	0.6
36	CC1=C(C(=O)OCc2ccccc2)C(c2ccc(Cl)cc2)NC(=O)N1CCCC(=O)O (centres undefined)	0.1	2.2
37	CN1Cc2sc(NC(=S)NC(=O)c3ccccc3)c(C#N)c2CC1(C)C	2.0	-3.7
38	CC[C@]1(c2ccccc2OC)ON(c2ccccc2C(F)(F)F)C1=O	1.4	1.6
39	CC/C(=C/c1sc2ccc(C)cc2[n+]1CCCS(=O)(=O)[O-])SC	-0.1	0.7
40	CCOC(=O)N1CCN(Cc2ccc(O)c3ncccc23)CC1	-1.0	-1.4

Record cards (already shown):
Record of `Cn1c(SCC(=O)O)nnc1-c1ccc2ncccc2c1` : TcdB GH inh: 1.1; UGM FP inh: -2.1
Record of `Cc1ccc2c(c1)-n1c(nc3ccc(C)cc3c1=O)C(Cc1ccc(O)cc1)NC2=O` (centres undefined) : TcdB GH inh: -2.8; UGM FP inh: 0.8
Record of `O=c1c2cc(-c3ccccc3)sc2nc2n1CCC2` : TcdB GH inh: 0.7; UGM FP inh: 1.2

(continued)
item	Structure	TcdB GH inh	UGM FP inh
41	COC(=O)c1cn(NC(=O)/C=C/c2cccc(OC)c2OC)c(=O)c2ccccc12	0.1	-1.0
42	O=C(CSc1nc2[nH]ncc2c(=O)[nH]1)Nc1nccs1	0.3	1.5
43	Oc1[nH]c2ccccc2c1N=Nc1ncnc2c1oc1ccccc12	-1.5	-2.7
44	O=C(N/N=C(\Cc1ncc[nH]1)c1ccccc1)c1ccccc1	0.5	-2.2
45	O=C(O)CSc1nnc(COc2cccc3cccnc23)n1-c1cccc(C(F)(F)F)c1	0.9	0.5
46	O=C(O)c1ccccc1-n1ncc2c1/C(=C/c1ccc(Cl)cc1)CC2	4.1	-1.2
47	CCCCn1c(=N)n(CC(=O)c2ccc([N+](=O)[O-])cc2)c2ccccc21	-1.1	-0.6
48	COc1cc(OC)c(-c2nnc3n(CCc4ccccc4)c(=O)c4ccccc4n23)cc1OC	3.5	-0.9
49	CC1(C)O[C@H]2OC([C@H](O)CON3C(=O)c4ccccc4C3=O)[C@H](O)[C@H]2O1 (some centres undefined)	7.5	3.8
50	COc1ccc([C@@H]2C[C@@H](c3ccccc3)Oc3c(C)ccc(C(C)C)c32)cc1	0.6	-3.2

An excerpt of these results, with one line to a screen.
47: CCCCn1c(=N)n(CC(=O)c2ccc([N+](=O)[O-])cc2)c2ccccc21
48: COc1cc(OC)c(-c2nnc3n(CCc4ccccc4)c(=O)c4ccccc4n23)cc1OC
49: CC1(C)O[C@H]2OC([C@H](O)CON3C(=O)c4ccccc4C3=O)[C@H](O)[C@H]2O1 (some centres undefined)
Compound,47,48,49
TcdB GH inh,-1.1,3.5,7.5
UGM FP inh,-0.6,-0.9,3.8

Next part
item	Structure	TcdB GH inh	UGM FP inh
51	CCOc1ccc(C(=O)N/N=C/c2c(C)[nH]c(=O)[nH]c2=O)cc1	0.5	0.5
52	S=C(Nc1ccccc1)N1CCN(C(=S)Nc2ccccc2)CC1	2.5	0.5
53	O=C(N/C(=C\c1cn(-c2ccccc2)nc1-c1ccc(Cl)cc1)C(=O)N1CCOCC1)c1ccccc1	0.5	-0.9
54	Cc1ccccc1N(CC(=O)NC(C)(C)C)C(=O)c1ccc(-c2ccccc2)[nH]1	0.6	0.3
55	COc1ccc(N2CCN(C(=O)Cn3c(=O)[nH]c4ccccc4c3=O)CC2)cc1	1.6	-1.1
56	O=C(/C=C\c1ccc2c(c1)OCO2)Nc1nnc(SCC(=O)OCc2ccccc2)s1	-1.3	-1.1
57	Cc1ccccc1NC(=O)c1snc2c(=O)[nH]cnc12	1.4	-2.8
58	COCCNC(=O)CCCn1c(=O)c2cc(OC)c(OC)cc2n(CC(=O)c2ccc(Cl)cc2)c1=O	0.5	-3.7
59	CC(=O)Nc1ccc(S(=O)(=O)NCC2CCC(C(=O)NCCCOC(C)C)CC2)cc1 (centres undefined)	0.8	-1.1
60	COc1nccnc1NS(=O)(=O)c1ccc(N=Cc2c(C)[nH]n(-c3ccc(Cl)cc3)c2=O)cc1	1.1	-4.2
61	CS(=O)(=O)N1c2ccccc2[C@]2([C@@]34C[C@H]5C(=O)N[C@@H](Cc6ccccc6)C(=O)N5[C@@H]3N(S(C)(=O)=O)c3ccccc34)C[C@H]3C(=O)N[C@@H](Cc4ccccc4)C(=O)N3[C@H]12	1.3	-0.4
62	C/C(=N/O)c1ccc(N2C(=O)C3C4C=CC(C3C2=O)C2C3C(=O)N(c5ccc(/C(C)=N/O)cc5)C(=O)C3C42)cc1 (centres undefined)	0.6	4.2
63	COc1ccc(C(=O)Oc2c(CN3CCOCC3)cc(Cl)c3cccnc23)cc1OC	1.1	-0.8
64	COC(=O)C1=C(C)N(Cc2cccnc2)C(=O)/C1=C\c1cccs1	-0.1	1.8
65	COC(=O)C1=C(C(=O)OC)[C@@H]2N(C)c3ccc(OC)cc3[C@@]23C[C@@H](C(=O)OC)N(C(=O)NCCBr)C3=N1	-0.9	-1.8
66	CC(C)CC1NC(=O)c2cc(Cl)ccc2-n2c1nc1cc(F)ccc1c2=O (centres undefined)	-4.7	-0.2
67	C#CCN(Cc1ccccc1)S(=O)(=O)C=C	0.9	-1.4
68	O=C(CSC(=S)N1CCCC1)c1cc(Br)cc(Br)c1O	1.6	1.3
69	Cc1cc(NC(=O)CSc2ccc(-c3ccc4c(c3)OCO4)nn2)no1	1.2	1.8
70	CN(C)CCCNCC(=O)NN(c1ccccc1)c1ccccc1	0.3	-2.3
71	Cc1ccc(NC(=O)c2cc3cc(OC(F)(F)F)ccc3[nH]2)cc1	1.4	1.1
72	O=C(Nc1cccc(F)c1)c1cc(S(=O)(=O)N2CCC3(CC2)OCCO3)ccc1F	2.4	-2.5
73	O=C(N/N=C/c1ccc([N+](=O)[O-])cc1)c1cnccn1	0.7	-1.1
74	Cc1ccc(-n2cc(CN3CCC(CO)(Cc4ccccc4)CC3)cn2)cc1	0.7	-2.5
75	CCN(CC)S(=O)(=O)c1ccc(NC(=O)c2nc3nc(C)cc(C)n3n2)cc1	0.9	-5.1
76	COc1ccc(C(=O)NC(=S)NNC(=O)c2cccc(C)c2)cc1	1.4	-1.2
77	COc1ccc(CCNC(=O)C2CCN(C(=O)c3ccccc3)CC2)cc1	1.0	-0.4
78	CN1CCN(C(c2ccc(C(F)(F)F)cc2)c2cc(Cl)c3cccnc3c2O)CC1 (centres undefined)	0.5	0.2
79	COC(=O)c1cc(NC(=O)C2CCCN(S(=O)(=O)c3c(C)n[nH]c3C)C2)cc(C(=O)OC)c1 (centres undefined)	0.7	2.4
80	COc1ccc(CCNC(=O)c2coc(=O)c(Br)c2)cc1	1.6	0.5
81	COC(=O)c1cc(C(=O)Cc2ccccc2)c[nH]1	1.4	-1.8
82	CN1CCN(Cc2c(O)ccc3cc(Br)ccc23)CC1	1.7	0.2
83	CCOc1ccccc1NC(=O)CC1SC(=N)N(c2ccccc2)C1=O (centres undefined)	2.1	-0.2
84	COC(=O)[C@@]1(Cc2ccc(F)cc2)[C@H]2c3cc(C(=O)N(C)C)n(Cc4ccc(OC(F)(F)F)cc4)c3C[C@H]2CN1C(=O)c1ccccc1	-3.2	0.7
85	C=C1C(=O)O[C@H]2C[C@@H](C)[C@@H]3C=CC(=O)[C@@]3(C)C[C@H]12	0.6	-0.6
86	O=C(C(=O)N1CCc2ccccc2C1)N1CCc2ccccc2C1	0.2	-0.4
87	CCN(Cc1cc2ccccc2[nH]c1=O)C(=O)c1cccc([N+](=O)[O-])c1	0.1	-0.2
88	CCn1c(=O)c(-c2nc3ccccc3[nH]2)c(O)c2ccccc21	1.4	-0.5
89	O=C(NCc1ccncc1)C(=O)NCC(c1ccccc1)c1ccccc1	1.7	3.3
90	N/C(=N\c1nc(CSc2nnnn2-c2ccccc2)cc(=O)[nH]1)Nc1ccccc1	0.5	0.7
91	NS(=O)(=O)c1ccc(-c2ccc(C=C3C(=O)NC(=S)NC3=O)o2)cc1	-0.5	-0.3
92	O=C(c1cc(C(=O)N2CCOCC2)c2nc3ccccc3n2c1)c1ccccc1O	0.1	-2.2
93	Cc1ccc2c(c1)-n1c(nc3ccc(Cl)cc3c1=O)C(CC(C)C)NC2=O (centres undefined)	1.8	-2.9
94	CCCCC1CCC(C(=O)N(CC(C)C)c2c(N)n(Cc3ccccc3)c(=O)[nH]c2=O)CC1 (centres undefined)	0.7	-0.5
95	Cc1ccc(C2(c3noc(CN(C)CCCN4CCOCC4)n3)CCCC2)cc1	1.1	2.2
96	CSc1nc(NCCCN(C)C)c2c3c(sc2n1)CN(C)CC3	0.3	1.3
97	Cc1cc(CC(=O)O)c2oc(-c3ccoc3)cc(=O)c2c1	-0.2	2.0
98	Cc1[nH]c(=S)sc1Cc1ccc(Cl)c(Cl)c1	0.6	2.9
99	N#CC(=C=[N-])c1nc2ccccc2nc1-[n+]1cccc(NC(=O)c2ccc(F)cc2)c1	0.7	5.0
100	O=c1oc2ccc([N+](=O)[O-])cc2c(N2CCOCC2)c1[N+](=O)[O-]	-0.3	4.3

Other compounds follow:
item	Structure	TcdB GH inh	UGM FP inh
101	CCCCNC(=O)C(c1ccc(OCC(=O)OC)c(C(=O)OC)c1)N(CCOC)C(=O)CCCCCN1C(=O)NC(c2ccc(-c3ccccc3)cc2)C(C(=O)OCc2ccccc2)=C1C (centres undefined)	-1.2	0.6
102	Fc1ccc(C[n+]2c(-c3ccccc3)cc(-c3ccccc3)cc2-c2ccccc2)cc1	1.9	1.2
103	COc1ccc(C(=O)Nc2ccc3nc(N4CCCCC4)cc(C)c3c2)c(OC)c1	2.7	-0.3
104	Cc1ccc(CNC(=O)Cc2csc(Nc3nc(=S)[nH]c4ccccc34)n2)cc1	1.3	-0.6
105	CN1CCN(c2nc3ccccc3nc2C(C#N)S(=O)(=O)c2ccccc2)CC1 (centres undefined)	2.3	-0.8

An excerpt, so the mix of outcomes need not match the whole.
